ABHD4 inh: ABHD4 (mouse) inhibition, primary FP screen. Q8VD66. purified mABHD4, FP-Rh probe fluorescence polarization. inhibition, % at 8.92 µM. 370,000 compounds, 0.54% hits;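 active = inhibition exceeding the mean over every tested compound plus 3 SD, cut at about 30% in these data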;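 also: 0% = plate median of compound wells and 100% = S159A mutant with DMSO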
Target sequence (Q8VD66 whole entry, looked up): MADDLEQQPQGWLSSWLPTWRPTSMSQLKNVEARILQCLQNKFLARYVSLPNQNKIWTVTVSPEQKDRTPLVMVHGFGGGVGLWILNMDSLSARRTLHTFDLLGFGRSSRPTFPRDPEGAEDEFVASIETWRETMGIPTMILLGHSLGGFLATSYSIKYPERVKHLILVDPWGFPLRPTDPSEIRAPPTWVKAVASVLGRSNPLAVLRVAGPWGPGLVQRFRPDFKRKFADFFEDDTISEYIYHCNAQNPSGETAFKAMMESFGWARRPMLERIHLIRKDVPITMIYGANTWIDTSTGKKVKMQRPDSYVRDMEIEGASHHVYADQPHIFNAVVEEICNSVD
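system = mouse ABHD4 enzyme, wild type | medium = HEPES pH 7.0, NaCl, Pluronic buffer | also added = FP-Rh probe | incubation = Enzyme–compound pre-incubation 45 min, then probe 60 min, both 25 °C | technique = fluorescence polarization, excitation 525 nm, emission 598 nm, BODIPY TMR filters | controls = S159A mutant high control, sample median low control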
GC-A act: GC-A (human) enzyme activation. P16066. HEK293 GC-A cells, cGMP TR-FRET, EC30 ANP; 0% at EC30 ANP, 100% saturating ANP. activation, % at 10 µM. 370,000 compounds, 0.14% hits. AID 1671463; in the data active = activation above about 40%
SMARCA2 activ: activators of SMARCA2 function; MG213 cells, MMTV-luciferase reporter, dexamethasone, overnight; activation, % at 9.1 µM; 370,000 compounds, 1% hits; in the data active = activation above about 7.8%;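 also: 0% = vehicle wells and 100% = reference activator wells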
Rev-erbA mod: modulates human Rev-erb alpha binding to DNA | Rev-erbα–FITC-DNA binding, fluorescence polarization, 90 min | activity, % at 10 µM | 370,000 compounds, 0.79% hits | AID 1259318;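 active = activity above about 14%, limit read from the data; passing the limit was not always enough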;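 also: 0% = DMSO wells with 35 nM protein and 100% = DMSO wells with 750 nM protein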
ARFGAP1 inh: inhibitors of rat ARFGAP1; Arfgap1-stimulated ARF1 GTP hydrolysis, GDP FP detection; inhibition, % at 16.5 µM; 360,000 compounds, 0.26% hits; AID 651572;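 active = inhibition above a per-plate limit, mean inhibition of low control wells plus 3 SD, cut at about 25% in these data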;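 also: 0% = DMSO wells with enzyme and 100% = wells lacking Arfgap1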
Target sequence (Q62848 1-136 limits assumed): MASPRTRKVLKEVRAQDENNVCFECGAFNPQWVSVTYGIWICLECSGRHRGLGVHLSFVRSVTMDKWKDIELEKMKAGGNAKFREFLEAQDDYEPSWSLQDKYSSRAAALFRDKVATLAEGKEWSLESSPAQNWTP
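Material: rat Arfgap1 GAP domain (His6, aa 1-136), purified enzyme. Also added: human ARF1(Δ1-17)-GTP substrate. Compound dosing: 16.5 µM single point, 1.26% DMSO. Timing: enzyme reaction 120 min at 25 °C after 20 min preincubation. Signal: GDP detection by fluorescence polarization. Read-out basis: percent inhibition of GAP-stimulated GDP formation, scaled between DMSO and no-Arfgap1 medians.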
rCAG RNA binder: binds r(CAG) RNA repeats; r(CAG) RNA repeat, TO-PRO-1 dye displacement fluorescence; inhibition, % at 3 µM; 370,000 compounds, 1.3% hits; AID 651821;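 active = inhibition above the plate cutoff, the mean of all test compounds on that plate plus 3 SD, cut at about 35% in these data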;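 also: 0% = DMSO alone and 100% = 100 µM mitoxantrone as full dye displacement; higher means more dye released from RNA so lower well fluorescence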
PG9 binder: binds the HIV-1 gp120 antibody PG9; TR-FRET gp120-PG9 antibody binding; inhibition, % at 6.7 µM; 360,000 compounds, 0.43% hits; AID 624416; in the data active = inhibition above about 8.5%
NPR2 activator: GC-B (human) receptor activation; P20594; HEK293-GC-B cells, CNP EC30, cGMP TR-FRET; 0% at EC30 CNP, 100% saturating CNP; activation, % at 10 µM; 370,000 compounds, 0.11% hits;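 active = activation at 10 µM reaching about 35% in either raw or pattern-adjusted values, limit read from the data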
ASAP1 GAP inh: ASAP1 ArfGAP inhibition; Q9ULH1; ASAP1-stimulated ARF1 GTP hydrolysis, GDP FP detection; inhibition, % at 16.5 µM; 360,000 compounds, 0.19% hits; AID 624377; in the data active = inhibition above about 25%;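 also: 0% = vehicle with enzyme and substrate and 100% = no enzyme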
HTRA1 inh: HTRA1 (human) protease inhibition | AID 504803 | inhibition, % at 5.96 µM | recombinant HTRA1, FP-rhodamine activity-based probe, fluorescence polarization | 340,000 compounds, 0.5% hits | Q92743; in the data active = inhibition above about 36%;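 also: 0% = enzyme with DMSO and 100% = wells lacking enzyme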
Target sequence (Q92743 whole entry, looked up): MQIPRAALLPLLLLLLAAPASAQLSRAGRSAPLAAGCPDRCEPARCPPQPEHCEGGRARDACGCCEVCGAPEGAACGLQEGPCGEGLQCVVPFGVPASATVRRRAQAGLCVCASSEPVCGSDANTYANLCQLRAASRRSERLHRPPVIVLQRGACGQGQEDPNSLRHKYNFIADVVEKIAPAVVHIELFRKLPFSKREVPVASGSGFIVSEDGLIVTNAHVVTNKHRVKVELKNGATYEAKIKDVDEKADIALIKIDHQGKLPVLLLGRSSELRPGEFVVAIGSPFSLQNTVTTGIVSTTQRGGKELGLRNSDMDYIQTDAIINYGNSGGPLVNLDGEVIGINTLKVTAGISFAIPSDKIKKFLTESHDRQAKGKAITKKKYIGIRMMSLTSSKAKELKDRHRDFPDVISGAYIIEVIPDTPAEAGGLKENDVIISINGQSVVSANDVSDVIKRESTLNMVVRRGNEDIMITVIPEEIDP
Starred values were filed as active, the others as inactive; . = not tested or not shown.

Results follow in this order: ABHD4 inh, GC-A act, SMARCA2 activ, Rev-erbA mod, ARFGAP1 inh, rCAG RNA binder, PG9 binder, NPR2 activator, ASAP1 GAP inh, HTRA1 inh
> Cc1cccc(N2CCN(CC(O)COc3ccccc3Cl)CC2)c1 (stereo unspecified)
→ 1, 4, 2, -2, 1, -5, -2.9, -2, 10, 2
> COc1ccc(-n2c(=O)c(NC(=O)c3ccccc3)c3n(c2=S)CCCCC3)cc1
→ -3, -3, -2, 3, 3, 2, 1.5, 4, 1, -3
> CC(OC(=O)c1ccccc1NCc1ccco1)C(=O)Nc1ncc(Cl)cc1Cl (stereo unspecified)
→ -4, -2, 0, 3, 6, 4, 0.6, 2, -1, -12
> Cc1ccccc1-n1c(SCc2c(C)noc2C)nnc1-c1cccnc1
→ 0, 4, 2, 3, 1, 18, 0.4, -4, -11, -1
> CCc1cccc(NC(=O)CCS(=O)(=O)c2ccc(Br)cc2)c1
→ -3, 0, 0, 1, 2, -4, -0.8, 0, -6, -3
> Cc1cccc(OCc2nnc(SCC(=O)Nc3ccc(C)c(Cl)c3)o2)c1
→ -8, 0, -1, 0, 4, 0, -0.8, -11, 0, -3
> O=C(N1CCOCC1)N1CCC(n2nnc3ccccc32)CC1
→ -1, -3, 4, -3, -9, 2, -2.0, 1, 1, 7
> O=S(=O)(c1ccc(Cl)cc1)N1CCCN(c2nc3ccc(Cl)cc3s2)CC1
→ -1, -7, -5, 6, -3, 0, -2.5, 1, -3, 9
> O=C(NCCc1ccccc1)C1CCN(Cc2cccc3ccccc23)CC1
→ -2, -2, -1, -8, -8, -9, -0.9, -6, 6, 3
> O=C(COC(=O)CNC(=O)c1cccc(OC(F)F)c1)NCc1ccc2c(c1)OCO2
→ 2, -4, -1, -5, 3, 0, -0.3, -1, -10, 5
> COc1cc(Nc2cc(C)n(-c3ccc(Cl)c(OC)c3)c(=O)c2)ccc1Cl
→ 1, 11, -4, 1, -4, 7, -0.3, 0, -3, .
> S=C(NCc1ccc(Cl)cc1)NN1CCOCC1
→ 3, -2, 0, 1, 8, -1, -1.7, 2, 5, -7
> COc1ccc(-c2cc3nc(-c4ccccc4)cc(N4CCC5(CC4)OCCO5)n3n2)cc1
→ -6, 3, 2, 7, -10, -1, 1.7, -3, -9, -16
> CN1CCN(C(=O)CCC(=O)NCc2ccc(F)cc2)CC1
→ -2, 2, -2, 2, 1, -1, 0.5, -2, 3, 2
> CCS(=O)(=O)Nc1ccc(Cc2ccc(NS(=O)(=O)CC)cc2)cc1
→ 2, 3, 1, 0, -8, 2, -0.8, 4, 1, 2
> COc1ccccc1NC(=O)CS(=O)(=O)c1cn(CC(=O)N2CCCC2)c2ccccc12
→ -1, 2, -3, 2, -2, 2, -2.8, -1, 9, 10
> CC(C)(C)NC(=O)c1nc2nc(-c3ccccc3)cc(C(F)(F)F)n2n1
→ 1, 3, 5, -6, 5, -3, -3.1, 4, -1, 2
> CC(=O)Nc1ccc(OCC(O)CN2C(C)(C)CC(O)CC2(C)C)cc1 (stereo unspecified)
→ -8, -3, 3, 2, 1, 4, -1.2, -2, -5, -6
> Cc1cc(C)c(NC(=O)COC(=O)C2CCC(=O)N2)c(C)c1 (stereo unspecified)
→ -2, 1, 2, -5, -3, 1, -1.4, 3, 0, -4
> COc1cc(C)ccc1OCCCOc1ccccc1Br
→ -5, -3, 6, 0, 11, -3, -0.5, -7, 6, -15
> Cc1ccc(-c2csc(NC(=O)CSc3nc(C)cc(=O)[nH]3)n2)cc1
→ -12, 2, -1, -1, -4, 56*, -0.6, -4, 1, .
> O=C(CNS(=O)(=O)c1ccccc1)N1CCN(c2ncccn2)CC1
→ 4, -3, -4, -7, ., 2, ., 2, ., .
> CCCc1nc2ccc(C(=O)OC)cn2c1Cc1ccc(C)cc1
→ 7, 3, 1, -3, 0, 5, 1.6, -1, 0, .
> CC(C)[C@H](NC(=O)C1CCN(S(=O)(=O)c2ccccc2)CC1)C(=O)NCc1ccccn1
→ -6, 0, 4, 0, 0, -2, -1.6, 4, -1, 0
> O=[N+]([O-])c1ccc(S(=O)(=O)NCC(c2ccco2)N2CCc3ccccc3C2)cc1 (stereo unspecified)
→ 0, -1, 2, 1, -2, 1, -0.9, -3, -9, -15
> COc1cccc(OCC(=O)N2CCC3(CC2)CC(=O)c2ccccc2O3)c1
→ 5, -7, 3, -2, 1, -6, 0.5, 1, -2, -1
> O=C(Cc1ccc(-n2c(=O)c3ccccc3n(CC(=O)Nc3ccc(F)cc3F)c2=O)cc1)NCc1ccco1
→ -8, 1, -2, 3, -7, 7, 0.4, 4, -5, -8
> CC1CCCN(C(=O)c2ccc(OC3CCN(CCc4ccccc4)CC3)cc2)C1 (stereo unspecified)
→ -1, 2, -1, -2, -12, -8, -3.7, 4, -3, 0
> COc1cc(C(c2c(C)[nH][nH]c2=O)c2c(C)[nH][nH]c2=O)ccc1OC(=O)c1cccc([N+](=O)[O-])c1
→ -3, 1, 1, -5, 3, 28, 0.9, 7, -3, 3
> OCCN(CCO)c1nc(-c2ccccc2)nc2c1oc1ccccc12
→ -2, -5, -1, 0, -1, 1, 0.8, -2, 6, -12
> Cc1cc(C)n2nc(Nc3ccccc3)cc2n1
→ -14, -1, 0, 4, 5, 9, -1.8, -2, 3, 4
> CCOc1ccc(C(=O)NCCCN2CCCC2=O)cc1
→ -4, 1, -1, 2, 11, 0, 0.4, 3, -2, 8
> C=CCN(CC=C)C(=O)c1cccc(S(=O)(=O)N2c3ccccc3CC2C)c1 (stereo unspecified)
→ 10, -3, -3, 1, 3, -6, 0.6, 6, 6, -4
> CC(C)(C)OC(=O)NCc1nc(N)n[nH]1
→ 1, -2, -1, -2, -16, 1, -1.0, 0, -8, 6
> CCCCNC(=O)C1CCCN(S(=O)(=O)c2ccc(S(=O)(=O)NCC(C)C)cc2)C1 (stereo unspecified)
→ 3, -2, 0, 0, -3, -5, -2.5, 6, 7, -1
> CC(C)CC(c1nnnn1CC1CCCO1)N1CCN(Cc2ccc3c(c2)OCO3)CC1 (stereo unspecified)
→ 8, -6, 1, -1, -5, -8, -2.0, -3, -21, 4
> COc1ccccc1OCCNC(=O)c1ccc(NC(=O)CC2SC(N3CCCC3)=NC2=O)cc1 (stereo unspecified)
→ 3, -1, 0, -4, 6, 2, 0.7, -1, 10, 3
> CC(=O)Nc1ccc(S(=O)(=O)N[C@@H](C)C(=O)OCc2ccc(Cl)cc2)cc1
→ -10, -1, -4, 6, 5, 2, -0.1, 2, -5, -5
> CC(C)(C)OC(=O)C[C@@H]1C/C=C\C[C@H](CC(=O)NCCO)C(=O)NC[C@@H](c2ccccc2)OC1=O
→ -1, 3, 1, -8, 5, -3, -1.5, 3, -3, 5
> CN(C)CCCCCNCCCNC(=O)/C=N\O
→ -3, -2, -1, -3, -2, -2, 0.2, 0, -12, -1
> CC(=O)Nc1ccc(C(=O)NNC(=O)CCc2ccccc2)cc1
→ -4, 0, -5, 2, -9, -2, -2.5, 1, -3, 0
> CCOC(=O)[C@@H]1[C@H]2COc3ccccc3[C@@H]2N2C(=O)N(c3ccc(F)cc3)C(=O)[C@]12C
→ -3, 2, 0, -2, -5, -4, 0.2, 2, -16, -5
> CS(=O)(=O)N(CC(=O)N1CCCC1)Cc1ccc(Cl)cc1
→ 1, 1, -2, 4, 0, 1, 0.5, 1, -6, 0
> CCc1ccccc1NC(=O)c1ccoc1C
→ -20, -1, -2, -2, 7, 4, 1.0, -2, -14, 6
> NS(=O)(=O)c1ccc(CNC(=O)c2cc(S(=O)(=O)N3CCOCC3)ccc2N2CCCC2)cc1
→ 4, 1, -4, -4, -10, 5, -1.7, 5, 8, 0
> COc1ccc(NC(=O)CSc2nc(C)cs2)cc1
→ 4, -2, 2, 2, 8, -2, 0.6, -3, 7, 0
> CCc1ccc(C(C)NC(=O)/C=C/c2ccc(Br)cc2)cc1 (stereo unspecified)
→ 0, 2, 2, 1, -3, 2, -0.2, -3, -14, -12
> Oc1cccc(-n2nnnc2SCc2ccccc2F)c1
→ -40, 4, -3, 3, 17, 7, -0.1, 2, 14, -17
> CCOc1ccc(-n2cc(-c3ccccc3)c3c(=O)[nH]cnc32)cc1
→ -14, 0, -4, -10, 3, 2, -1.8, -4, 7, -22
> CN(c1ccc(C(=O)N2CCOCC2)cc1)S(C)(=O)=O
→ 6, 1, 0, -4, 5, -1, 3.4, -1, -4, 0
> CCc1ccc(C(=O)COC(=O)c2cnc(C)cn2)cc1
→ -8, -2, -4, 0, 18, -3, -0.7, 1, 5, 16
> O=C(Nc1ccc(F)cc1)c1cccc(NC(=O)C2C3CC4OC(=O)C2C4C3)c1 (stereo unspecified)
→ -6, 8, 1, 2, -3, 0, -1.8, 3, -11, -4
> Cc1ccc(CN2CCN(Cc3cn[nH]c3-c3cccc(F)c3)CC2CCO)o1 (stereo unspecified)
→ -6, -9, -5, 0, 1, -4, 1.2, 2, -3, 6
> C[C@@H]1CCC(=O)N(CC[C@H](Sc2ccc(Br)cc2)c2ccccc2)CC1
→ 3, -6, -3, 7, 1, -4, 0.6, -4, -4, -66
> COc1cc(C(=O)Oc2ccccc2/C=N/NC(=O)c2ccc(Cl)cc2Cl)cc(OC)c1OC
→ -18, -1, 3, 0, 6, 9, -1.3, -2, -3, -2

Record cards (already shown):
CCc1ccc(C(C)NC(=O)/C=C/c2ccc(Br)cc2)cc1 (stereo unspecified) is listed with ABHD4 inh = 0; GC-A act = 2; SMARCA2 activ = 2; Rev-erbA mod = 1; ARFGAP1 inh = -3; rCAG RNA binder = 2; PG9 binder = -0.2; NPR2 activator = -3; ASAP1 GAP inh = -14; HTRA1 inh = -12
COc1ccc(NC(=O)CSc2nc(C)cs2)cc1 is listed with ABHD4 inh = 4; GC-A act = -2; SMARCA2 activ = 2; Rev-erbA mod = 2; ARFGAP1 inh = 8; rCAG RNA binder = -2; PG9 binder = 0.6; NPR2 activator = -3; ASAP1 GAP inh = 7; HTRA1 inh = 0

Bioassay records deposited in PubChem BioAssay by several laboratories.

Hits appear at their usual frequency; about 4.4% have a hit in one of these screens.
